High-throughput results: PubChem, several laboratories
Peg3 promoter: Peg3 promoter-driven luciferase inhibitors, primary screen, cell-based, HeLa, luciferase luminescence; hit rate 1.7% among 360,000; AID 588405, 2011; HeLa PEG-Prom luciferase reporter, overnight; inhibition, % at 20 µM;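 active means inhibition of at least 50% at 20 µM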
CaV13 FRET inh: Primary screen for inhibitors of IQ motif and Ca2+-dependent inactivation inhibitor domain binding in CACNA1D, Förster resonance energy transfer in living cells, … | HEK cells, CFP/YFP FRET ICDI-IQ, plate reader, 10 min; percent FRET-ratio fall versus neutral wells | inhibition, % at 12.3 µM | hit rate 0.098% among 340,000 | AID 743397;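 active means mean replicate inhibition of at least 30% and at least 1% of replicates passing that level; inconclusive means only one of the two criteria is met; inactive means neither criterion is met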;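 further: 0% = median of the neutral control wells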
Vif inh: HIV Vif self-association inhibitors, primary screen, imaging, HEK293T, single point | hit rate 0.35% among 340,000 | inhibition, % at 7.49 µM | AID 602346, 2012 | HEK293T cells, Vif self-association by quenched fluorescence, 24 h; in the data active means inhibition above about 50%, passing the limit was not always enough; inconclusive means no clear call, values can overlap the other calls; inactive means below about 31%; further: some results filed as inactive read as strong as hits
MITF TRPM1 inh: inhibitors of MITF-dependent TRPM1 promoter reporter, primary screen, cell-based, SK-MEL-5, single point, luciferase; SK-MEL-5 TRPM1 promoter luciferase, 24 h; hit rate 0.83% among 330,000; inhibition, % at 12.5 µM;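 active means mean inhibition across replicates of 60% or more, whatever share of single replicates reaches that level; inconclusive means some that reach 60%, reason not given; inactive means mean inhibition across replicates below 60%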; further: values of inactives mirror those of a sister screen read the other way
CF NFkB block: inhibitors of PAF-induced NF-kB signaling, primary screen, cell-based, GFP fluorescence, uHTS; AID 588850, 2011; inhibition, % at 5 µM; hit rate 0.86% among 360,000; KKLEB NF-kB-GFP reporter, GFP fluorescence overnight;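 active means at least 50% inhibition at 5 µM, scaled per plate between neutral and stimulator controls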;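 further: PAF is a Pseudomonas aeruginosa culture filtrate used as stimulus; plate controls were PAF-stimulated DMSO wells for no effect and unstimulated DMSO wells for full effect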
KKLEB cytotox: cytotoxicity in KKLEB CF airway cells, primary screen, cytotoxicity control for CF NF-kB inhibitor project, cell-based, uHTS, fluorescence assay plates; activity change (cytotoxicity), % at 5 µM; KKLEB CF airway cells viability, ATPlite luminescence, overnight; active compounds read low; cells stimulated with P. aeruginosa culture filtrate; hit rate 0.36% among 360,000;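 active means corrected activity change at or below -50% at 5 µM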
NR2E3 ag-1: NR2E3 agonists in two-hybrid cells, primary screen, cell-based, luminescence, CHO-S, Gal4-NCOR/VP16-NR2E3. luciferase. inhibition of corepressor binding, % at 3.98 µM. hit rate 0.35% among 360,000. AID 602229, 2012;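 active means inhibition above the mean of all tested compounds plus 3 SD, cut at about 70% in these data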;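 further: 0% = DMSO with NR2E3 transfected cells and 100% = cells lacking NR2E3 construct; higher means lower luciferase signal from less NR2E3 corepressor binding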
Target sequence (Q9Y5X4 whole entry, looked up, the tested form may be a part): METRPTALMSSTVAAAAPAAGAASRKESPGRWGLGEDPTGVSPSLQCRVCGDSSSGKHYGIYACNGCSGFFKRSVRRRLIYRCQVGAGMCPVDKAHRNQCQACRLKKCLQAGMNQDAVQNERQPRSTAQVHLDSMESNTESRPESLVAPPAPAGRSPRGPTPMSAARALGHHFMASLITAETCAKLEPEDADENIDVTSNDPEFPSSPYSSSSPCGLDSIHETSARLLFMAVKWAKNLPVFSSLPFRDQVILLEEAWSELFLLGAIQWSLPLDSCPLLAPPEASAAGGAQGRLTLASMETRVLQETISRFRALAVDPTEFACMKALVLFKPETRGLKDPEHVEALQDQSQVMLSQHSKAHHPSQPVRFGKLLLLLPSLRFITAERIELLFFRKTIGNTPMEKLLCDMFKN
HIF-2a block: HIF-2a reporter inhibitors, primary screen, luminescence, 786-0 RCC cells. 786-0 RCC cells HIF-2a reporter, luciferase luminescence, overnight. hit rate 0.72% among 360,000. inhibition, % at 18.8 µM;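 active means inhibition of the luminescence signal of 40% or more relative to plate controls, in a single-dose primary screen at 18.75 µM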
PDI inh: inhibitors of human PDI, primary screen, biochemical, turbidity, single point, plate reader. PDI insulin aggregation turbidity, A650, 90 min. inhibition, % at 10 µM. hit rate 0.052% among 350,000;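 active means mean inhibition across replicates of 30% or more, whatever share of single replicates reach that level; inconclusive means mean inhibition below 30% while every single replicate reaches 30%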;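 further: absorbance from insulin aggregation driven by PDI reduction with DTT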
Target sequence (P07237 whole entry, looked up): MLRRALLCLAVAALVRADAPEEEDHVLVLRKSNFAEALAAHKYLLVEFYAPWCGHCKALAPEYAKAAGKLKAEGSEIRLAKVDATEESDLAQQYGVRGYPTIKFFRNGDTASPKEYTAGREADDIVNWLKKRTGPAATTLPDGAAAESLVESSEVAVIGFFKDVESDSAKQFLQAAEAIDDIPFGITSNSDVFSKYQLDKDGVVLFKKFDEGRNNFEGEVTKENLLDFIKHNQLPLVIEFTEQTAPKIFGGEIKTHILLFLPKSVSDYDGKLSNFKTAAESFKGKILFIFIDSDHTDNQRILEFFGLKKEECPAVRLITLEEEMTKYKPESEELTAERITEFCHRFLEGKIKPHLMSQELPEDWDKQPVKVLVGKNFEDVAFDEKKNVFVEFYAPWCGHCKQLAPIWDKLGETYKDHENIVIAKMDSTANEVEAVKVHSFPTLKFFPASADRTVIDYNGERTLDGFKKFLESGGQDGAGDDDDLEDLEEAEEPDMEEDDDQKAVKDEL
NR2E3 ag-2: inhibitors of NR2E3-RetCOR corepressor binding, primary screen, NR2E3 agonist project, biochemical, TR-FRET, GST-NR2E3, biotin-RetCOR; Photoreceptor-specific nuclear receptor (Homo sapiens), Q9Y5X4; 1536-well; inhibition of corepressor binding, % at 4.78 µM; hit rate 0.12% among 320,000; AID 2300, 2010;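 active means percent inhibition above the cutoff of mean plus 3 SD of all tested compounds, set per screening campaign, cut at about 20% in these data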;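 further: 0% = DMSO wells and 100% = biotin wells as full block of FRET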
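System: GST-tagged NR2E3 plus biotinylated RetCOR corepressor; Buffer or medium: pH 7.5 Tris-based buffer; Probe or stimulus: RetCOR corepressor, biotinylated, 7 nM; Doses: compound at 4.8 µM, single dose; Schedule: 5 h incubation at 4 °C; Technique: time-resolved FRET; Evaluation: percent inhibition of TR-FRET ratio; Replication: one well per compound, singlicate testing.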
Shn3 3UTR inh: reduction of Shn3 3'UTR firefly luciferase signal, primary screen, Schnurri-3 inhibitor project, cell-based, Clone20 osteoblasts, set 2. hit rate 0.52% among 360,000. AID 588674, 2011. inhibition, % at 12.5 µM. Clone20 osteoblast Shn3 3'UTR firefly luciferase, 24 h;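 active means mean inhibition of at least 75% with every replicate also reaching 75%; inconclusive means mean inhibition at least 75% but some replicate below; inactive means mean inhibition below 75%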;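 further: 0% = median of neutral control wells and 100% = pilot-screen positive control compound; some compounds past the cut are filed as inactive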
Starred values were filed as active, the others as inactive; ? = inconclusive; . = no result given.

SMILES	Peg3 promoter	CaV13 FRET inh	Vif inh	MITF TRPM1 inh	CF NFkB block	KKLEB cytotox	NR2E3 ag-1	HIF-2a block	PDI inh	NR2E3 ag-2	Shn3 3UTR inh
Cc1ncc(CO)c(CO)c1O	-14.6	-4.5	8.0	-0.3	-3.6	1.2	-34.6	-4.6	9.4	1.3	-12.0
CC(C)(C)C(=O)Nc1ccc(C(=O)Nc2cccnc2)cc1	-174.9	.	-1.6	-76.3	-0.5	5.0	-59.2	-165.1	-1.1	2.7	-33.5
Cc1ccc(S(=O)(=O)N2CCC(C)CC2)cc1[N+](=O)[O-]	-9.4	-1.4	-5.4	7.2	-13.2	3.5	9.4	14.0	3.4	.	-3.9
CC(=O)OCC=C1CCC2C3CC(C)C4=CC(=O)CCC4(C)C3C(O)CC12C (stereo not drawn)	17.5	-10.2	2.4	5.5	20.7	18.6	1.6	7.5	0.8	.	17.4
CCNC(=S)Nc1ccc2c(c1)c(=O)n(C)n2CC=C(C)C	-13.3	-2.6	-4.5	.	3.8	-2.0	11.4	-17.9	-11.5	.	2.8
CCC(C)NC(=O)CSc1ncccc1C(=O)O (stereo not drawn)	16.4	.	13.4	-0.8	-6.9	17.5	0.3	15.1	-9.1	-0.3	-5.9
C[N+](C)(C)C[C@H](O)CC(=O)O	5.0	-4.9	-4.4	-8.5	0.1	24.4	17.2	12.0	-15.3	-0.6	0.1
CCOC(=O)c1c(S(=O)(=O)N2CCC(C)CC2)c(C)n(C)c1C	3.1	-5.1	-19.1	13.4	-7.6	1.4	-12.5	5.8	-3.7	-0.7	-34.4
Cc1ccccc1CN1C[C@@H]2C[C@@H](c3cn(C)nc3-c3ccccc3)N3CCC[C@@]23C1=O	13.9	-2.9	5.3	-4.1	-5.0	-4.7	-5.7	11.5	4.6	4.6	-15.0
CCC(=O)c1cc(F)ccc1OCC(=O)N1CCN(c2ccc(F)cc2)CC1	-5.0	-4.4	-4.7	2.7	12.4	-1.9	13.7	9.2	7.2	8.0	-3.9
CC(C)(C)NC(=O)C(c1ccccn1)N(C(=O)C1CSC(=O)C1)c1ccccc1F (stereo not drawn)	11.1	-1.7	24.5	5.0	9.2	-4.5	-26.5	14.1	-6.3	-3.2	-27.6
CC(=O)OC1(C)C=Cc2ccccc2C1=NS(=O)(=O)c1ccccc1 (stereo not drawn)	10.9	-4.4	?	.	38.7	18.1	1.9	17.1	5.7	.	3.5
Cc1ccc(CCC(=O)Nc2ccc(Cl)cc2Cl)o1	-83.1	-11.1	.	.	-13.1	-7.9	-44.6	-151.0	-6.0	.	-24.6
N#Cc1ccccc1OCC(=O)Nc1cccc(S(=O)(=O)N2CCCCCC2)c1	43.5	-3.2	-11.4	-5.9	13.7	-16.9	-21.1	-19.3	-4.6	0.2	38.5
Cc1ccc(C(=O)N2CCCCC2)cc1S(=O)(=O)N1CCOCC1	18.0	-5.0	-0.7	3.6	-18.6	10.7	-45.4	10.1	4.0	3.1	29.1
COCc1nnc(NC(=O)CC(C)c2ccccc2)s1 (stereo not drawn)	5.7	-4.5	17.2	5.6	9.1	-9.7	-3.9	2.4	-6.6	-0.2	6.6
O=C(NCc1ccco1)c1cccn2c(=O)c3sccc3nc12	4.7	-6.0	-10.8	-9.5	-38.8	-1.7	-16.4	4.8	4.5	-1.6	-11.5
OCCNc1ncnc2c1cnn2Cc1ccccc1	-0.8	-3.7	.	10.1	-4.7	3.8	8.1	4.2	5.5	.	-5.0
O=C(Cc1c[nH]c2ccccc12)N1CCN(S(=O)(=O)c2ccc(F)cc2)CC1	7.2	-13.4	-5.0	.	19.1	-7.1	12.8	11.0	-0.3	.	-19.5
Cc1csc(NC(=O)c2cccnc2)n1	-51.2	-4.7	0.7	-12.6	5.6	2.1	6.9	-113.9	1.9	3.5	-30.0
CCN(C(=O)CSc1nc2ccc([N+](=O)[O-])cc2s1)C1CCS(=O)(=O)C1 (stereo not drawn)	8.7	-12.1	-1.8	4.2	9.3	-7.0	16.4	4.5	-1.4	0.2	-26.5
CC(C)Oc1cccc(C(=O)Nc2ccc(N3CCN(C)CC3)cc2)c1	-78.2	2.7	-0.5	-37.5	9.8	0.9	-27.0	-63.5	-1.3	5.9	-31.3
O=C(NCc1ccccc1)C1CCC(=O)N(CCCN2CCCC2=O)C1 (stereo not drawn)	-4.0	-3.4	7.8	11.2	-4.2	0.0	1.1	-13.1	2.0	0.2	-9.1
O=C(NC1CCCCC1)c1cc(S(=O)(=O)N2CCOCC2)c(Cl)cc1Cl	-11.2	-4.1	4.3	15.2	7.4	-7.3	-18.4	16.7	-23.6	3.1	3.2
CS(=O)(=O)N1CCN(c2ccc(NC(=O)COc3ccccc3[N+](=O)[O-])cc2)CC1	13.3	-6.5	-4.8	-3.4	-27.0	1.9	-16.9	-3.2	-3.7	-0.7	13.8

An excerpt from above, reduced to Peg3 promoter, Shn3 3UTR inh and NR2E3 ag-2.
SMILES,Peg3 promoter,Shn3 3UTR inh,NR2E3 ag-2
COCc1nnc(NC(=O)CC(C)c2ccccc2)s1 (stereo not drawn),5.7,6.6,-0.2
O=C(NCc1ccco1)c1cccn2c(=O)c3sccc3nc12,4.7,-11.5,-1.6
OCCNc1ncnc2c1cnn2Cc1ccccc1,-0.8,-5.0,.
O=C(Cc1c[nH]c2ccccc12)N1CCN(S(=O)(=O)c2ccc(F)cc2)CC1,7.2,-19.5,.
Cc1csc(NC(=O)c2cccnc2)n1,-51.2,-30.0,3.5

Other compounds follow:
SMILES	Peg3 promoter	CaV13 FRET inh	Vif inh	MITF TRPM1 inh	CF NFkB block	KKLEB cytotox	NR2E3 ag-1	HIF-2a block	PDI inh	NR2E3 ag-2	Shn3 3UTR inh
CC(C)N(Cc1nc(-c2ccccc2)no1)C(=O)CN(C)S(=O)(=O)c1ccc(Br)cc1	27.8	-9.8	?	-0.7	2.8	6.8	-6.0	16.6	8.6	2.1	9.2
COc1cc(SC)ccc1C(=O)N(C)CC(=O)Nc1cccc2ccccc12	-1.6	-2.4	0.0	10.2	3.4	-2.6	-8.7	0.2	-11.5	0.2	-6.6
Cc1c(C(=O)N2CCCCC2)c(S(=O)(=O)N2CCN(c3ccc(Cl)cc3)CC2)c(C)n1C	20.1	-5.2	0.2	5.5	20.4	-13.3	-16.9	12.0	-3.3	3.7	-13.7
CS(=O)(=O)c1ccc(Nc2nc(C(N)Cc3ccc(F)cc3)cs2)cc1 (stereo not drawn)	12.2	-4.9	11.5	.	-17.8	7.3	7.8	6.8	-0.6	.	27.1
Cn1cnc(C(F)(F)F)c1-c1ccc([N+](=O)[O-])cc1	3.5	-5.8	-2.2	11.6	4.9	-0.6	12.4	8.0	-16.5	1.9	0.3
CCCCn1nnnc1C(c1cccs1)N1CCN(C/C=C/c2ccccc2)CC1 (stereo not drawn)	3.0	.	1.5	.	-2.6	-5.3	-8.0	-14.4	.	.	1.0
Cc1nc2cc3nc(C(F)(F)F)[nH]c3cc2[nH]1	0.4	-15.3	-1.5	-12.5	0.5	0.0	-0.7	-8.2	-1.9	-2.1	5.1
COc1ccc(-c2sc3ccccc3c2-c2ccc(OCCN3CCCCC3)cc2)cc1	95.9*	-7.7	10.1	-18.1	30.3	-14.4	-0.2	6.3	-0.3	.	-11.9
Cc1ccnc(NC(=O)/C=C/c2cccs2)c1	-129.2	-7.0	3.0	-24.4	19.0	-26.9	-110.0	-113.9	-19.2	0.5	-46.8
CCN(CC(=O)Nc1ccc(NC(C)=O)cc1)C(=O)/C=C/c1ccccc1	5.4	-5.0	7.0	-14.9	-6.5	7.5	-11.3	10.7	-5.4	0.8	7.7
N#Cc1ccc(NC(=O)CN2C(=O)NC3(CCCC3)C2=O)cc1	9.2	-3.2	1.0	5.1	0.0	0.8	-20.4	5.9	0.8	-1.4	-1.8
Cc1cc2cc(C#N)c(NCCNC(=S)NCCCN3CCOCC3)nc2cc1C	-14.0	?	3.3	4.1	27.4	-11.1	9.2	-26.1	0.7	2.0	10.4
COc1cc(C(Nc2ccc(S(=O)(=O)NCC3CCCO3)cc2)C(=O)NC(C)(C)C)cc(OC)c1OC (stereo not drawn)	20.6	-4.7	-4.7	-2.0	0.5	7.0	6.3	13.0	1.7	-0.8	12.2
COc1c2c(nc3occc13)C(CC=C(C)C)(OC)C(O)CC2 (stereo not drawn)	16.9	-3.2	4.3	7.7	-2.6	2.5	16.3	13.3	-2.1	0.3	3.0
S=C(c1cn(Cc2ccccc2)c2ccccc12)N1CCOCC1	25.3	-4.6	-0.2	0.7	1.1	0.0	5.0	-5.4	-1.9	1.1	20.4
O=S(=O)(NC1CC1)c1ccc(S(=O)(=O)N2CCC3(CC2)OCCO3)cc1	11.9	-0.7	5.4	8.3	14.3	-6.1	-19.0	15.5	7.0	-2.1	6.0
Cc1nn(C(=O)c2ccco2)c(C)c1CN1C(=O)c2ccccc2C1=O	2.5	.	2.3	5.0	-2.0	2.0	-4.9	18.4	-14.6	0.6	-3.4
CCOc1ccc(CN2CCC(n3nccc3NC(=O)CCCc3ccccc3)CC2)cc1	11.4	-15.2	-8.3	-0.9	-3.6	-17.8	12.0	4.4	9.4	6.4	1.8
CC[C@@H](C)[C@H](NC(=O)OCc1ccccc1)c1nnc([C@@H](NC(=O)OCc2ccccc2)[C@@H](C)CC)o1	4.1	-4.3	0.9	-6.8	13.0	-7.7	-14.4	10.1	1.0	-0.5	30.4

Some of these compounds in order of molar mass, ascending:
SMILES	Peg3 promoter	CaV13 FRET inh	Vif inh	MITF TRPM1 inh	CF NFkB block	KKLEB cytotox	NR2E3 ag-1	HIF-2a block	PDI inh	NR2E3 ag-2	Shn3 3UTR inh
Cc1ccnc(NC(=O)/C=C/c2cccs2)c1	-129.2	-7.0	3.0	-24.4	19.0	-26.9	-110.0	-113.9	-19.2	0.5	-46.8
Cc1nn(C(=O)c2ccco2)c(C)c1CN1C(=O)c2ccccc2C1=O	2.5	.	2.3	5.0	-2.0	2.0	-4.9	18.4	-14.6	0.6	-3.4
CC(=O)OCC=C1CCC2C3CC(C)C4=CC(=O)CCC4(C)C3C(O)CC12C (stereo not drawn)	17.5	-10.2	2.4	5.5	20.7	18.6	1.6	7.5	0.8	.	17.4
